All columns: NCI-60 one-dose screen, growth in % after 48 h at 10 µM unless noted; 100 = growth as untreated, 0 = no growth, -100 = all killed.
HCC-2998 = HCC-2998 colon cancer; AID 1794799; 79,000 tested, 4.7% active
SNB-75 = SNB-75 CNS cancer; 79,000 tested, 5% active; AID 1794750
HCT-116 = HCT-116 colon cancer; 82,000 tested, 7.3% active
SF-539 = SF-539 CNS cancer; 81,000 tested, 6.8% active
U251 = U251 CNS tumor cells; AID 1794753; 80,000 tested, 5.4% active
SF-268 = SF-268 CNS cancer cells; AID 1794759; 82,000 tested, 3.1% active
SF-295 = SF-295 CNS cancer cells | 79,000 tested, 5.6% active
SNB-19 = SNB-19 CNS cancer cells; 81,000 tested, 2.5% active; AID 1794751
KM12 = KM12 colon cancer cells; 82,000 tested, 5% active; AID 1794800
* = called active by the depositor; . = no result given; & = joins results of further samples. Rule for the calls: active = growth percent below 10; inactive = the rest. Not a hit list (roughly 11% active in at least one column).

SMILES | HCC-2998 | SNB-75 | HCT-116 | SF-539 | U251 | SF-268 | SF-295 | SNB-19 | KM12
CC(C)NC1CCC(Nc2ccnc3cc(Cl)ccc23)CC1 (centres undefined) | 101 | 84 | 77 | 97 | 88 | 100 | 97 | 109 | 110
Clc1ccc2[nH]c3c(NCCCN4CCOCC4)ncnc3c2c1 | 87 | 85 | 36 | 95 | 70 | 100 | 65 | 93 | 87
CCOC(=O)Nc1ccc(C(=O)OCCN(CC)CC)cc1 | 102 | 97 | 86 | 104 | 102 | 96 | 100 | 103 | 106
CCN(CC)CCOc1nc(Oc2ccccc2C(=O)O)cc(-c2ccco2)n1 | 106 | 94 | 102 | 106 | 101 | 112 | 123 | 103 | 103
CN1C(=O)[C@H]2c3c(cccc31)[C@H]1[C@@H](O)[C@H](CCC1(C)C)C2(C)C | 102 | 90 | 93 | 104 | 106 | 95 | 104 | 92 | 104
CC(=O)Cc1nsc(NC(=O)c2ccoc2COc2ccccc2)n1 | 103 | 99 | 98 | 92 | 97 | 96 | 99 | 94 | 100
COc1cccc(C2NC(=O)c3c(n[nH]c3N)S2)c1O (centres undefined) | 108 | 100 | 102 | 110 | 108 | 96 | 95 | 97 | 104
CCOC(=O)c1cc(C(=O)c2cc(OC)cc(OC)c2)n2ccc(-c3cc[n+](CC(=O)c4cc(OC)cc(OC)c4)cc3)cc12 | 104 | 60 | 92 | 93 | 103 | 90 | 101 | 96 | 101
O=C(SC(=O)c1ccccc1)c1ccccc1 | 106 | 83 | 105 | . | 105 | 103 | 114 | 96 | 105
C[n+]1noc([O-])c1-c1ccccc1 | 95 | 95 | 97 | . | 109 | 106 | 109 | 90 | 110
CCNC(=O)Nc1nc2ccc(Oc3ccnc(C(=O)NC)c3)cc2s1 | 72 | 77 | 56 | 78 | 58 | 93 | 70 | 81 | 33
C/C(=C\Cl)COC(C)(C)C | 103&115 | 97&89 | 99&96 | 107&99 | 100&106 | 99&117 | 92 | 104&112 | 108&112
CC1(C)OC2OC(Cn3cc(COc4ccc5ccc(=O)oc5c4)nn3)C3OC(C)(C)OC3C2O1 (centres undefined) | 111 | 89 | 106 | 106 | 101 | 105 | 106 | 95 | 100
Fc1ccc(Nc2ncnc3onc(-c4ccccc4)c23)cc1 | 103 | 85 | 97 | 89 | 93 | 94 | 97 | 90 | 90
CCN(CC)c1ccc2cc(C(Nc3ccc(Br)cc3)c3nnnn3C(C)(C)C)c(=O)oc2c1 (centres undefined) | 95 | 72 | 97 | 100 | 77 | 84 | 100 | 84 | 94
Cn1cc(CC2CC(=O)N(c3ccccc3)C2=O)sc1=NC(=O)c1ccccc1 (centres undefined) | 100 | 82 | 97 | 100 | 102 | 96 | 102 | 100 | 99
Fc1cc(-c2n[nH]c(=S)n2/N=C/c2ccc(Cl)cc2Cl)c(Cl)cc1Cl | 116 | 86 | 96 | 96 | 106 | 110 | 99 | 103 | 95
Clc1ccc(-c2nnc(-c3cccc4ccccc34)o2)cc1 | 104 | 77 | 94 | 95 | 90 | 103 | 110 | . | 102
O=C(O)c1ccc(-n2cc(CNc3cc(F)cc(C(F)(F)F)c3)c(-c3ccc(F)cc3)n2)cc1 | 112 | 62 | 77 | 97 | 81 | 99 | 70 | 96 | .
O=C1/C(=C/c2cc(F)cc(F)c2)Cc2cc(F)cc(F)c21 | 105 | 94 | 80 | 90 | 104 | 91 | 95 | 87 | 93
O=C(Nc1nc2c(s1)CCc1cn(S(=O)(=O)c3ccccc3)cc1-2)c1ccccc1 | 95 | 97 | 82 | 107 | 81 | 86 | . | 95 | 82
C=C(C)[C@H]1CC/C(C)=C/CC[C@]2(C)O[C@H]2CC/C(COC(=O)[C@@H](OC(C)=O)[C@H](NC(=O)c2ccccc2)c2ccccc2)=C\[C@@H]1O | 97 | 73 | 90 | 87 | 99 | 90 | 89 | 82 | 100
C[C@@H]1C(=O)O[C@H]2[C@H]1CC/C(COC(=O)OC/C1=C/CC[C@@]3(C)O[C@H]3[C@H]3OC(=O)[C@@H](C)[C@@H]3CC1)=C\CC[C@@]1(C)O[C@@H]21 | 105 | 95 | 104 | 98 | 102 | 96 | 99 | 99 | 102
COc1ccc(/C(C)=N/N=C2C(=O)Nc3ccc(Br)cc32)cc1S(N)(=O)=O | 91 | 59 | 61 | 81 | 68 | 87 | 78 | . | 92
COC(=O)N1CCc2cc(OC)c(O)cc2C1Cc1c(Br)cccc1Oc1ccccc1 (centres undefined) | 97 | 87 | 62 | 102 | 89 | 90 | 76 | 87 | 74
O=C(NO)c1ccc(Cn2c3c(c4cc(F)ccc42)CS(=O)(=O)CC3)cc1 | 96 | 67 | 82 | 76 | 79 | 92 | . | 87 | 91
O=[N+]([O-])c1cccnc1C1OCCO1 | 102 | 87 | 104 | 104 | 97 | 104 | . | 97 | 101
CCCCCOC(=O)Nc1nc(=O)n([C@@H]2O[C@H](CO)[C@@H](O)C2(F)F)cc1F | 88 | 93 | 45 | 97 | 97 | 113 | 102 | 59 | 119
COc1cc2c(=O)n(CCN(C)C)c3c4cc5c(cc4ccc3c2cc1OC)OCO5 | -58* | 18 | -8.0* | -40* | -4.2* | 0.0* | 3.8* | 6.1* | -25*
CCc1ccc(C2=NN(c3ccc(S(N)(=O)=O)cc3)C(c3ccc(N(C)C)cc3)C2)cc1 (centres undefined) | 108 | 85 | 76 | 126 | 93 | 89 | 102 | 103 | 89
Cc1cc(C)c([N+](=O)[O-])c([N+](=O)[O-])c1C | 108 | 73 | 103 | 105 | . | 112 | 83 | 113 | 102
CCC(C)N(c1ccc(OC)cc1)c1nc(-c2ccc(Br)cc2)cs1 (centres undefined) | 108 | 109 | 93 | 106 | 103 | 103 | 104 | 108 | 96
N#CC(c1ccc(Cl)cc1)c1cccc(Cl)n1 (centres undefined) | 102 | 81 | 91 | 99 | 86 | 98 | 100 | 99 | 104
COc1ccc(C/C(C)=C(\c2ccc(O)cc2)c2ccc(OCCN3CCCCCC3)cc2)cc1 | 111 | 80 | 72 | 96 | 87 | 97 | 104 | 92 | 96
COC(=O)[C@H]1O[C@@H](n2cnc3c(=O)[nH]cnc32)[C@H](O)[C@@H]1O | 103 | 116 | 103 | 104 | 112 | 109 | 112 | 101 | 107
COC(=O)c1c[nH]c2cc(OC(C)C)c(OC(C)C)cc2c1=O | 104 | . | 102 | 91 | 6.2* | 104 | 105 | 105 | 106
O=C(O)CCCCC(=O)Oc1ccccc1Cl | 98 | 88 | 104 | 94 | 101 | 98 | 102 | 99 | 102
COc1ccc(/C=C(\c2cc(OC)c(OC)c(OC)c2)c2nnc(-c3ccc(OC)c(OC)c3)o2)cc1 | . | 101 | . | 107 | 96 | 97 | 78 | 93 | 92
Cc1cc(C)c2[nH]c(=O)c(C(c3nnnn3Cc3ccc4c(c3)OCO4)N3CCN(C)CC3)cc2c1 (centres undefined) | 121 | 115 | 105 | 104 | 104 | 101 | 104 | 101 | 105
COc1ccc2c3c([nH]c2c1)[C@H]1C[C@H]2[C@H](C[C@@H](O)[C@H](OC)[C@H]2CO)CN1CC3 | 104 | 108 | 99 | 93 | 108 | 114 | 108 | 111 | 110
NC1=NC(=O)/C(=C/c2ccnc3ccccc23)S1 | 109 | 91 | 99 | 85 | 101 | 99 | 111 | 101 | 105
C=C1CCC2C(C)(CO)C(O)CCC2(C)C1C/C=C1/C(=O)OCC1OCc1ccccc1 (centres undefined) | 111 | . | 87 | 101 | 104 | 98 | 94 | 94 | 93
COc1ccc2[nH]c(-c3ccccc3)c(/C=C(\C#N)S(=O)(=O)c3ccccc3)c2c1 | 68 | 48 | 31 | 42 | 39 | 72 | 43 | 63 | 33
Nc1n[nH]c2cc(F)c([C@@H]3Nc4c(F)cc5[nH]ncc5c4[C@H]4C5CCC(C5)[C@@H]34)cc12 (some centres undefined) | 7.3* | -21* | -21* | 4.5* | 33 | 11 | 15 | 53 | -40*
CC(C)(C)C(=O)/C=C/c1ccc([N+](=O)[O-])cc1 | 119 | 81 | 42 | 87 | 58 | 90 | 93 | 67 | 32
O=C(Cc1ccccc1)Nc1cn(-c2ccccc2)[nH]c1=O | 114 | 94 | 110 | 107 | 103 | 121 | 101 | 100 | 110
O=c1c(CN(CCO)CCO)c(-c2ccccc2)sc2ccccc12 | 77 | 97 | 100 | 102 | 109 | 104 | 107 | 111 | 99
O=C(N/N=C/CCc1ccccc1)c1ccc(-n2cc(-c3ccccc3)nn2)cc1 | 96 | 84 | 97 | 95 | 99 | 91 | 93 | 91 | 85

11 entries from above, with tabs.
molecule	HCC-2998	SNB-75	HCT-116	SF-539	U251	SF-268	SF-295	SNB-19	KM12
COc1ccc(/C=C(\c2cc(OC)c(OC)c(OC)c2)c2nnc(-c3ccc(OC)c(OC)c3)o2)cc1	.	101	.	107	96	97	78	93	92
Cc1cc(C)c2[nH]c(=O)c(C(c3nnnn3Cc3ccc4c(c3)OCO4)N3CCN(C)CC3)cc2c1 (centres undefined)	121	115	105	104	104	101	104	101	105
COc1ccc2c3c([nH]c2c1)[C@H]1C[C@H]2[C@H](C[C@@H](O)[C@H](OC)[C@H]2CO)CN1CC3	104	108	99	93	108	114	108	111	110
NC1=NC(=O)/C(=C/c2ccnc3ccccc23)S1	109	91	99	85	101	99	111	101	105
C=C1CCC2C(C)(CO)C(O)CCC2(C)C1C/C=C1/C(=O)OCC1OCc1ccccc1 (centres undefined)	111	.	87	101	104	98	94	94	93
COc1ccc2[nH]c(-c3ccccc3)c(/C=C(\C#N)S(=O)(=O)c3ccccc3)c2c1	68	48	31	42	39	72	43	63	33
Nc1n[nH]c2cc(F)c([C@@H]3Nc4c(F)cc5[nH]ncc5c4[C@H]4C5CCC(C5)[C@@H]34)cc12 (some centres undefined)	7.3*	-21*	-21*	4.5*	33	11	15	53	-40*
CC(C)(C)C(=O)/C=C/c1ccc([N+](=O)[O-])cc1	119	81	42	87	58	90	93	67	32
O=C(Cc1ccccc1)Nc1cn(-c2ccccc2)[nH]c1=O	114	94	110	107	103	121	101	100	110
O=c1c(CN(CCO)CCO)c(-c2ccccc2)sc2ccccc12	77	97	100	102	109	104	107	111	99
O=C(N/N=C/CCc1ccccc1)c1ccc(-n2cc(-c3ccccc3)nn2)cc1	96	84	97	95	99	91	93	91	85

Continuation.
SMILES | HCC-2998 | SNB-75 | HCT-116 | SF-539 | U251 | SF-268 | SF-295 | SNB-19 | KM12
Brc1ccccc1C[n+]1cccc2ccccc21 | 112 | 92 | 92 | 92 | 80 | 82 | 96 | 81 | 80
O=S(=O)(NCCCNc1cc(-c2c(-c3cccc(O)c3)nc3sccn23)ccn1)c1cccc(F)c1 | 101 | 28 | 77 | 82 | 86 | 71 | 90 | 91 | 91
CC(=O)OC(C)COc1ccc(-c2ccccc2)cc1 (centres undefined) | 104 | 90 | 81 | 101 | 76 | 96 | 97 | 103 | 99
Cc1oc(-c2ccccc2)nc1CN[C@@H]1C[C@@H]2C[C@H]([C@H]1C)C2(C)C | -76* | 79 | 9.1* | 15 | 41 | 81 | 11 | 38 | 64
COc1ccc(NC(=O)CSc2nnc(-c3ccc4nc(-c5ccc(Cl)cc5)[nH]c4c3)o2)cc1 | 111 | 112 | 23 | 51 | -15* | 48 | 26 | 34 | 60
CCC(C)C(O)Cc1cc(O)cc(=O)o1 (centres undefined) | 131 | 85 | 112 | 105 | 90 | 116 | 93 | 94 | 107
NS(=O)(=O)c1ccc(CN=C2NC(=O)/C(=C/c3ccc(Br)cc3)S2)cc1 | 89 | 79 | 86 | 86 | 82 | 79 | 93 | 82 | 93
CSC1NC(C)=C(C(C)=O)C(c2ccccc2)N1 (centres undefined) | 111 | 56 | 98 | 92 | 104 | 91 | 103 | 98 | 102
CC[C@H](CC[C@@H](C)[C@H]1CC[C@H]2[C@@H]3CC[C@H]4C[C@@H](O)CC[C@]4(C)[C@H]3CC[C@]12C)C(C)C | 106 | 102 | 95 | 101 | 104 | 94 | 103 | 109 | 103
Oc1ccc2ccccc2c1N=Nc1ccc(N=Nc2ccccc2)cc1 | 101 | 93 | 97 | 103 | 100 | 97 | 103 | 104 | 103
COC(=O)c1nn2c(c1C(=O)OC)CC(c1ccccc1)N(S(=O)(=O)c1ccccc1)C2C (centres undefined) | 98 | 84 | 103 | 102 | 110 | 131 | 78 | 100 | 111
CCOC(=O)C(N=Nc1ccccc1)C(C)=O (centres undefined) | 102 | 92 | 99 | 103 | 99 | 106 | 100 | 101 | 108
Clc1cccc(/C=N/Nc2nc(N/N=C/c3cccc(Cl)c3)nc(N3CCCCC3)n2)c1 | 108 | 102 | 97 | 105 | 92 | 92 | 93 | 99 | 91
C/C1=C\CC2CCC(C)(O)C(CCC3(C)OC3CC1)C2(C)C (centres undefined) | . | 112 | 97 | 92 | 92 | 97 | 54 | 97 | 118
O=C(Cn1cc(COc2ncnc3sc4c(c23)CCCC4)nn1)Nc1ccccn1 | 118 | . | 102 | 97 | 101 | 109 | 96 | 103 | 102
O=C1/C(=C\c2ccc(F)cc2)CN(C(=O)c2ccccc2)C/C1=C\c1ccc(F)cc1 | 16 | 48 | -55* | 69 | -25* | 26 | -3.2* | 61 | .
COc1ccc(/C=C/C(=O)c2cccc(OCCCOc3cccc(C(=O)/C=C/c4ccc(OC)c(OC)c4)c3)c2)cc1OC | 110 | 86 | 48 | 96 | 87 | 85 | 76 | 83 | 89
C(=C\c1ccccc1)/CSc1ncnc2nc[nH]c12 | 93 | 78 | 92 | 84 | 101 | 87 | 74 | 85 | 80
COc1ccc(C(=O)CCN2CCC(C)CC2)cc1 | 110 | 102 | 102 | 98 | 97 | 102 | 98 | 99 | 103

High-throughput results: PubChem, NCI
